MsrA inh: inhibitors of bovine MsrA. purified bovine MsrA, absorbance read-out. inhibition, % at 15.5 µM. actives 0.75% (n = 360,000); in the data active = inhibition above about 4.5%;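 note: 0% = vehicle wells with enzyme and 100% = reference inhibitor wells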
LMPTP inh: LMPTP (human) inhibition; P24666; recombinant LMPTP-A, OMFP fluorogenic substrate, fluorescence intensity; inhibition, % at 20 µM; actives 0.22% (n = 360,000); AID 651560;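 active = compounds that cut the enzyme signal by at least half of the control window in the single-dose screen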;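 note: plate controls were DMSO wells with enzyme plus substrate for no effect and substrate without enzyme for full effect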
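test system = LMPTP-A | amount = 0.625 nM LMPTP-A final | reagent = fluorogenic phosphatase substrate OMFP at 400 µM final | incubation = 50 min at room temperature | benchmarks = no-enzyme low control, uninhibited high control | medium = Bis-Tris pH 6.0, DTT, detergent | signal = fluorescence intensity of OMFP turnover product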
STEP inh: blocks human striatal-enriched tyrosine phosphatase; P54829; recombinant STEP, OMFP fluorogenic substrate, fluorescence; inhibition, % at 20 µM; actives 0.25% (n = 360,000); AID 588621;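 active = inhibition at 20 µM, scaled per plate between control wells, above about 37%, limit read from the data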;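 note: 0% = DMSO with enzyme and substrate and 100% = substrate only without enzyme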
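Assay system: isolated STEP enzyme / Timing: 20 min at room temperature, dark / Doses: 20 µM, 1% DMSO / Technique: fluorescence intensity, excitation 480 nm, emission 540 nm / Reagent: fluorogenic phosphatase substrate OMFP at 25 µM final / Measure: percent inhibition scaled to no-enzyme and uninhibited-enzyme controls, plate-pattern corrected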
Scp-1 inhibitor: Scp-1 (human) phosphatase inhibition | Recombinant Scp1, phosphopeptide, malachite green phosphate absorbance | inhibition, % at 20 µM | actives 0.88% (n = 340,000) | AID 493091;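 active = inhibition above about 50% at 20 µM, limit read from the data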;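 note: plate controls were DMSO wells with enzyme for no effect and wells lacking enzyme for full effect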
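Test system: SCP-1 phosphatase catalytic domain, residues 76-261 | Compound dosing: One concentration, 20 µM, with 1.0% DMSO | Schedule: 45 min room-temperature reaction, 5 min colour, 30 min stabiliser | Detection: Absorbance at 630 nm | Read-out basis: % inhibition of SCP-1 phosphate liberation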
DNMT1 inh: DNMT1 (human) enzyme inhibition. DNMT1 molecular beacon, Hinp1I cleavage, fluorescence. inhibition (reported as % activation of signal), % at 10 µM. actives 0.83% (n = 360,000); in the data active = inhibition above about 50%
Target sequence (P26358 504-1616 limits assumed): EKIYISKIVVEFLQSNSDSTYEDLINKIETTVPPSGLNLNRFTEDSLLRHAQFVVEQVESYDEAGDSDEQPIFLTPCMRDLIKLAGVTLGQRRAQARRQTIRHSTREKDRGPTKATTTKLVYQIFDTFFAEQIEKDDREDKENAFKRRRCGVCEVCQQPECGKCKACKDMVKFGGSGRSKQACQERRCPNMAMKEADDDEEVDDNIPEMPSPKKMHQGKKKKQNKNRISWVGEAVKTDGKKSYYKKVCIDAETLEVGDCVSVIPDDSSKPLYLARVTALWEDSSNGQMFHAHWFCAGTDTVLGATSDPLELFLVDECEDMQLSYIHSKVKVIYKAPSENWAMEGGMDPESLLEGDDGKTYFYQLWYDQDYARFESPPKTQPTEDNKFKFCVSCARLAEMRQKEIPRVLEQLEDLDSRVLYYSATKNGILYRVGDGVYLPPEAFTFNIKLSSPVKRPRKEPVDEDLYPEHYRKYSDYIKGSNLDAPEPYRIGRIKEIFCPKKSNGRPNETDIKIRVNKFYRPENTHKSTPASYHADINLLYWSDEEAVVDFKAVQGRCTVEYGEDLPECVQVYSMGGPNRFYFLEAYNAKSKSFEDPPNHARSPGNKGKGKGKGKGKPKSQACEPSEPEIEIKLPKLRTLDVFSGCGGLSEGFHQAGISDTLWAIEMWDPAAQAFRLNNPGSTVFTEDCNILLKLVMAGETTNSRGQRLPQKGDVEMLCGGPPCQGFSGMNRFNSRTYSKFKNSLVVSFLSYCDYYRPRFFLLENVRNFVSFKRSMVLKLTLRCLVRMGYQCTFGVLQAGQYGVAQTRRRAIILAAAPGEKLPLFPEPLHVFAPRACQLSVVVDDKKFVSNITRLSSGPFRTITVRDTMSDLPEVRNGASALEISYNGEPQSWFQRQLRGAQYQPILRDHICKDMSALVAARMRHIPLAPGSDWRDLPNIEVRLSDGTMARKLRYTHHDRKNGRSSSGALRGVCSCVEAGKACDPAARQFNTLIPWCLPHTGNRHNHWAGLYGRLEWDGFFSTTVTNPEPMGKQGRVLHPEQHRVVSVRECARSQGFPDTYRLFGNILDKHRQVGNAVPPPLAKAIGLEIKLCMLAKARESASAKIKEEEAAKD
CSN deneddyl inh: CSN deneddylation inhibition; Purified CSN, SCF-Nedd8-OG deneddylation, fluorescence polarization; Q92905; inhibition, % at 12.5 µM; actives 0.38% (n = 360,000);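 active = pattern-corrected inhibition above about 35%, with an unprinted fluorescence ratio check between 0.5 and 1.5, limit read from the data, passing the limit was not always enough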;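 note: 0% = enzyme with substrate and 100% = substrate without enzyme; some results filed as inactive read as strong as hits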
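Detection – fluorescence polarization · System – HEK293T-derived human Csn5 enzyme · Controls – substrate-only high control, full reaction low control · Timing – 90 min, room temperature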
NadD inh: blocks S. aureus nicotinate mononucleotide adenylyltransferase; purified NadD enzyme, colorimetric absorbance read-out; inhibition, % at 20 µM; actives 0.78% (n = 360,000); AID 602399; in the data active = inhibition above about 26%; note: some compounds past the cut are filed as inactive
SUMO1-SIM PPI: modulators of human SUMO1-mediated protein-protein interactions; actives 0.33% (n = 360,000); AID 602429; SUMO1 binding to a labelled peptide, TR-FRET, 1 h; inhibition, % at 20 µM; in the data active = inhibition above about 37%
TbMetRS inhib: Trypanosoma brucei MetRS inhibition | purified T. brucei MetRS, ATP depletion, Kinase-Glo luminescence | inhibition, % at 11.9 µM | actives 0.4% (n = 360,000) | AID 624268;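 active = inhibition above a per-plate cutoff of the control wells' mean inhibition plus 3 SD, cut at about 5.5% in these data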;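 note: 0% = DMSO wells median and 100% = median of wells with control inhibitor compound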
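Material: parasite MetRS enzyme / Replication: singlicate, one well per compound / Signal: luminescence of leftover ATP / Schedule: 2 h aminoacylation at 25 °C after 15 min preincubation / Medium: HEPES-MgCl2-KCl buffer plus DTT, spermine, BSA, pyrophosphatase / Doses: 11.9 µM single point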
Rpn11 block: Rpn11 (human) deubiquitinase inhibition; O00487; human 26S proteasome, Ub4-pepOG fluorescence polarization; 20S core pre-blocked with epoxomicin; calls only at 20 µM; actives 0.59% (n = 360,000); AID 588493;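 active = inhibition at 20 µM, scaled to each plate's controls, above about 33%, limit read from the data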
Numbers without * were called inactive; i = inactive; . = no result given.

MsrA inh	LMPTP inh	STEP inh	Scp-1 inhibitor	DNMT1 inh	CSN deneddyl inh	NadD inh	SUMO1-SIM PPI	TbMetRS inhib	Rpn11 block	canonical_smiles
-1.3	-0.3	-2	-10	-3	1	0	2	0.3	i	CC(=O)c1c(C)[nH]c(C(=O)CSc2nc3ccccc3c(=O)n2CCCN2CCOCC2)c1C
2.4	-0.2	-1	-3	-6	5	10	5	0.0	i	CCOC(=O)Cc1cc(=O)n2[nH]cc(-c3cccc(Br)c3)c2n1
0.4	0.5	-5	-6	-7	3	-4	6	-0.1	i	COc1ccc(SCc2noc(C(=O)NC(C)C)c2C(=O)O)cc1
0.1	-2.2	-2	0	3	1	0	0	-0.6	i	CC(=O)Oc1ccc(C(C)=O)c2c1OCCO2
-1.1	-2.7	2	-2	1	-2	-10	-5	-0.7	i	Cc1ccc(C)c(NC(=O)CSc2cccc3cccnc23)c1
0.3	-0.1	0	-6	2	2	-5	-3	0.2	i	CSc1nc2sccc2c(=O)[nH]1
-0.4	0.1	3	-20	-3	-3	-2	-4	0.6	i	COc1cc(NC(=O)COC(=O)CCc2cc(OC)c(OC)c(OC)c2)cc(OC)c1
-0.4	-0.8	0	-5	0	-4	-5	6	-0.5	i	COc1ccc(NC(=O)CC23CC4CC(CC(C4)C2)C3)cn1
-0.1	0.4	2	3	-1	1	-4	-1	-0.3	i	CCOc1cc2[nH]c(=O)n(Cc3ccc(C(=O)NCCOC)cc3)c(=O)c2cc1OCC
-1.2	-8.9	-2	-1	1	1	-1	-21	-0.5	i	COC(=O)c1cc(C(=O)NCCCN2CCOCC2)cc([N+](=O)[O-])c1
1.6	-1.4	-2	-5	6	2	3	-2	-0.2	i	Cc1cc(C)n2nc(SCC(=O)Nc3ccc(S(=O)(=O)N(C)C)cc3)nc2n1
-0.4	0.2	0	-2	-1	1	-4	2	-0.3	i	CCO[C@H]1OC(C(=O)N2CCN(Cc3ccc4c(c3)OCO4)CC2)=C[C@@H](C2CCCCC2)[C@@H]1CCCO
0.3	-2.0	0	-6	0	-1	2	-3	-0.2	i	O=C1N[C@@H](Cc2cn(S(=O)(=O)c3ccc([N+](=O)[O-])cc3)c3ccccc23)C(=O)N[C@H]1Cc1ccccc1
-0.4	0.1	-1	3	-2	7	-3	0	-0.2	i	COc1cc(OC)cc(-c2nc(-c3cc4cc(C)ccc4nc3OC)no2)c1
2.4	0.4	-3	3	4	-4	0	-5	-0.5	i	Cc1cc(C)c2c(N=NN(C)C)[nH]nc2n1
2.5	-2.5	1	-9	0	1	0	-4	0.9	i	COc1ccc(/C=C(\NC(=O)c2cccs2)C(=O)NCc2ccco2)cc1OC
0.1	4.3	6	8	-4	-5	35*	-10	0.9	i	COc1ccccc1/C=N/NC(=O)c1ccc(CN2C(=O)c3cccc4cccc2c34)cc1
-0.1	0.1	1	-7	-6	-2	2	4	0.4	i	Cc1cc(Cl)ccc1OCC(=O)NNC(=O)CCOc1ccccc1
0.1	-1.3	1	-7	0	3	-6	2	0.3	i	CCCS(=O)(=O)c1nc(S(=O)(=O)c2ccc(C)cc2)c(N2CCN(C)CC2)s1
1.1	3.0	0	-1	-16	3	8	16	0.3	i	N#C/C(=C(/O)CSc1ncn[nH]1)c1nc2ccccc2[nH]1
2.7	-0.6	-1	-11	26	4	-3	-6	0.0	i	C=CCNC(=O)c1ccc(-c2nc(-c3ccc(Cl)cc3Cl)cs2)cc1
0.9	-0.9	-1	-3	2	6	-3	-2	-0.9	i	NS(=O)(=O)c1ccc(CCNCc2ccccc2OCc2ccc(Cl)cc2)cc1
-0.9	-0.6	0	-2	-1	-2	1	3	-1.0	i	CCN(C(=N)N=C(N)N)c1ccccc1
0.1	-2.0	0	-7	0	8	-5	3	0.3	i	COc1ccccc1C(=O)NC(CCSC)C(=O)NCC(c1ccco1)N(C)C (centres undefined)
-0.7	-1.7	0	4	-1	0	10	3	-0.4	i	CC1CCC(NC(=O)c2ccc(NS(=O)(=O)c3ccc4[nH]c(=O)[nH]c4c3)cc2)CC1 (centres undefined)
0.0	-0.8	-5	3	-2	0	0	-15	0.0	i	CCOc1cccc(-c2c(C(=O)N/N=C/c3ccncc3)nnn2-c2nonc2N)c1
-1.3	-0.2	2	-5	2	3	2	6	0.1	i	O=S(=O)(Nc1ccccn1)c1cccc(S(=O)(=O)c2ccc(Cl)cc2)c1
1.5	-1.7	-1	6	2	1	-4	-14	-0.5	i	CCn1c2ccccc2c2nnc(SCC(=O)NCCOC)nc21
-0.3	-1.0	0	-13	-1	-2	-3	3	0.1	i	CCN(CC)S(=O)(=O)c1ccc(Oc2cccc(C(C)=O)c2)nc1
-0.4	-1.3	1	-6	1	-1	-4	0	-0.7	i	CC(=O)Oc1cccc(N2C(=O)C3C4C=CC(C4=C(C)C)C3C2=O)c1 (centres undefined)
0.7	-1.2	-1	-18	-4	-2	2	-5	0.1	i	CCN1CCN(c2nc3ccccc3nc2C(C#N)S(=O)(=O)c2ccc(C)cc2)CC1 (centres undefined)
-1.5	1.9	22	62*	37	4	-3	5	1.1	i	O=C(CSc1nc2ccccc2[nH]1)NC1CCCC1
0.9	3.4	0	-17	-3	4	-11	8	-0.2	i	C=CCC[C@@H](Cc1ccc(F)cc1)C(=O)OC[C@@H](Cc1c[nH]c2ccccc12)NC(=O)[C@@H](CC=C)CC(=O)NCCO
0.6	-0.1	1	-2	0	5	-1	-4	0.2	i	CCC(=O)N(CCc1ccccc1)Cc1cc2cc(OC)ccc2[nH]c1=O
-0.1	0.5	1	-1	-7	0	13	-8	1.1	i	Cc1ccc2nc(-c3ccc(SCC(=O)N4CCc5ccccc54)nc3)[nH]c2c1
2.5	0.1	2	-7	0	3	2	-6	0.2	i	S=C(NCc1ccccc1)N1CCn2cccc2C1c1ccncc1 (centres undefined)
0.6	-0.5	-1	-8	-1	1	2	1	-0.5	i	CCn1c(=O)cc(OCC(=O)Nc2ccc(C)cn2)c2ccccc21
2.2	-1.1	-2	6	5	-2	3	-29	-1.7	i	CN1C(=O)S/C(=C\c2ccc(-n3cncn3)cc2)C1=O
0.4	-0.9	0	-4	4	-1	-4	-1	-0.7	i	Cc1ccccc1C(=O)Nc1ccc(Cl)cn1
1.6	-2.1	-1	-4	-3	-4	-3	-1	-0.1	i	COc1ccccc1CNC(=O)c1cccc(NC(=O)c2ccccc2)c1
-0.3	-0.7	0	4	3	-4	1	10	0.0	i	Cc1cc(NC(=O)CN2C(=O)NC(C)(CC(C)C)C2=O)no1 (centres undefined)
-0.8	1.5	-1	-1	-3	8	2	0	-0.4	i	Cc1ccc(-c2nnn(CCC(=O)Nc3ccc4c(c3)OCO4)n2)cc1
-0.8	0.1	-3	5	2	0	2	1	-0.3	i	CCC(C)Sc1ccc([C@@H]2[C@@H]3C(=O)N(C)C(=O)[C@@H]3[C@]3(C(=O)OC)CCCCN23)cc1OC (some centres undefined)
-0.2	-1.1	-1	-8	1	1	1	3	-0.2	i	COc1cccc(NC(=O)CNC(=O)c2ccc(C)o2)c1
1.7	3.5	3	-6	-4	19	8	-9	0.2	i	O=C(O)COc1ccc(/C=C2/SC(=S)N(Cc3ccccc3)C2=O)cc1
-1.1	0.9	-3	-3	-2	-6	-2	14	-0.2	i	Cc1cc(C)c(NC(=O)CN(C)C(=O)C2CC(=O)N(c3cccc4ccccc34)C2)c(C)c1 (centres undefined)
2.1	4.1	2	80*	96*	22	8	8	-0.7	i	O=C(O)Cc1ccc(-n2cccc2)cc1
-0.6	0.4	-2	3	-1	1	3	-2	0.1	i	COc1ccc(OC)c2c(C)cc(N3CCN(C(=O)c4ccc(C)cc4)CC3)nc12
.	0.1	-2	.	27	3	1	6	-0.3	i	O=[N+]([O-])C1C(c2ccccc2)C12c1ccccc1-c1ccccc12 (centres undefined)
1.1	-1.3	9	57*	93*	10	5	13	1.2	i	CC1=N/C(=C/c2ccco2)C(=O)O1
-0.3	0.6	0	-7	5	4	-1	5	-0.1	i	C=CCN1C(=O)[C@H]2CCC=C[C@H]2[C@@H]1c1cccc(C)c1
0.5	-0.3	-2	-2	-1	2	-3	4	0.6	i	Cc1ncsc1C(=O)Nc1cccc(C(F)(F)F)c1
0.3	2.6	4	15	25	6	7	3	-0.3	i	Cn1c(=O)c2c(SCC(=O)NCc3ccco3)nc(-c3ccccc3Cl)nc2n(C)c1=O

A section taken from the entries so far:
MsrA inh	LMPTP inh	STEP inh	Scp-1 inhibitor	DNMT1 inh	CSN deneddyl inh	NadD inh	SUMO1-SIM PPI	TbMetRS inhib	Rpn11 block	canonical_smiles
-1.3	-0.3	-2	-10	-3	1	0	2	0.3	i	CC(=O)c1c(C)[nH]c(C(=O)CSc2nc3ccccc3c(=O)n2CCCN2CCOCC2)c1C
2.4	-0.2	-1	-3	-6	5	10	5	0.0	i	CCOC(=O)Cc1cc(=O)n2[nH]cc(-c3cccc(Br)c3)c2n1
0.4	0.5	-5	-6	-7	3	-4	6	-0.1	i	COc1ccc(SCc2noc(C(=O)NC(C)C)c2C(=O)O)cc1
0.1	-2.2	-2	0	3	1	0	0	-0.6	i	CC(=O)Oc1ccc(C(C)=O)c2c1OCCO2
-1.1	-2.7	2	-2	1	-2	-10	-5	-0.7	i	Cc1ccc(C)c(NC(=O)CSc2cccc3cccnc23)c1
0.3	-0.1	0	-6	2	2	-5	-3	0.2	i	CSc1nc2sccc2c(=O)[nH]1

Two of the compounds above, as labelled records:
Cc1cc(C)c(NC(=O)CN(C)C(=O)C2CC(=O)N(c3cccc4ccccc34)C2)c(C)c1 (centres undefined)
- MsrA inh = -1.1
- LMPTP inh = 0.9
- STEP inh = -3
- Scp-1 inhibitor = -3
- DNMT1 inh = -2
- CSN deneddyl inh = -6
- NadD inh = -2
- SUMO1-SIM PPI = 14
- TbMetRS inhib = -0.2
- Rpn11 block = i

COc1ccc(OC)c2c(C)cc(N3CCN(C(=O)c4ccc(C)cc4)CC3)nc12
- MsrA inh = -0.6
- LMPTP inh = 0.4
- STEP inh = -2
- Scp-1 inhibitor = 3
- DNMT1 inh = -1
- CSN deneddyl inh = 1
- NadD inh = 3
- SUMO1-SIM PPI = -2
- TbMetRS inhib = 0.1
- Rpn11 block = i
